# FXIIa inh – factor XIIa (human) inhibition. purified FXIIa, Boc-QGR-AMC fluorogenic substrate, 2 h. inhibition, % at 5 µM. P00748. 0.3% of 220,000 active; in the data active = inhibition above about 40%;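 note: 0% = enzyme with no compound and 100% = blank without enzyme; many of its hits are not listed in these tables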
# Furin inh – inhibitors of human furin | purified furin, fluorogenic substrate cleavage | inhibition, % at 30 µM | 0.061% of 220,000 active | P09958 | AID 463115; in the data active = inhibition above about 25%; note: inactives centre near -15
# Cl transport mod – KCC2 (human) Cl- transport modulation. Q9H2X9. KCC2 cells, thallium flux FluoZin-2 fluorescence. B-score of Tl+ flux slope (higher = more flux/activation; lower = inhibition) at 10 µM. 2.2% of 190,000 active. AID 1456;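 active = thallium flux slope and its plate-corrected score both differing from the plate sample mean at a set confidence after two filtering rounds, in either direction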;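 note: slope of fluorescence scaled to starting intensity during 10 to 20 s after thallium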
# Target sequence (Q9H2X9 whole entry, looked up): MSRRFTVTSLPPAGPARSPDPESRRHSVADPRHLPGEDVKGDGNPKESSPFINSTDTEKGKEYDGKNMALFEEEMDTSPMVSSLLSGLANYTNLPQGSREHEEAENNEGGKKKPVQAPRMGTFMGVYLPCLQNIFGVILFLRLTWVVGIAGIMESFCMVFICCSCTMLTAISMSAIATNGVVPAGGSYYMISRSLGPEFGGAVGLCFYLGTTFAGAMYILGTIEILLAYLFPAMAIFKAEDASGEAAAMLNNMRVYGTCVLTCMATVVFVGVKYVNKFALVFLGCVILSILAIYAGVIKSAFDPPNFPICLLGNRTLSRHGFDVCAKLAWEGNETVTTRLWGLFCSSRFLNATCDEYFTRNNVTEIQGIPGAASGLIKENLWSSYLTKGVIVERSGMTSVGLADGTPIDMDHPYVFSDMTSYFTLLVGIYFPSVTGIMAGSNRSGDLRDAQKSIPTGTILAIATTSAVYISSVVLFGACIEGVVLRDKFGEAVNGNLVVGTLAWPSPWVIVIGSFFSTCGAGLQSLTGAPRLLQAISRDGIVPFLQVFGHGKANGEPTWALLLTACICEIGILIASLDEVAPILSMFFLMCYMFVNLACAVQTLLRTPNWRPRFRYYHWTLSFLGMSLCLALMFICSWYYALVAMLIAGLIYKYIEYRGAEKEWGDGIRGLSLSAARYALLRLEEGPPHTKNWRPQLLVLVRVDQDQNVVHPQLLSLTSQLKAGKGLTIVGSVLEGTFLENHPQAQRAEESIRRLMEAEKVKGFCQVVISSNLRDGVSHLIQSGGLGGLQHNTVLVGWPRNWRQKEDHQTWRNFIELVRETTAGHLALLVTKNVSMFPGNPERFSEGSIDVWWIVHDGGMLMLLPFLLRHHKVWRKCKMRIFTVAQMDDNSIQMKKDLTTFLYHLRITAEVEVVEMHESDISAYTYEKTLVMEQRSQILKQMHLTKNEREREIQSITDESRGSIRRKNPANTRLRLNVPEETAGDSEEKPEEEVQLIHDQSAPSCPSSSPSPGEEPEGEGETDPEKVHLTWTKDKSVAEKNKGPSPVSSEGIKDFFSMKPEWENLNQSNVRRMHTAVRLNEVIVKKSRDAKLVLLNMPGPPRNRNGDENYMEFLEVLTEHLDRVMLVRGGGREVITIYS
# Thrombin inh – blocks human thrombin protease activity; P00734; inhibition, % at 5 µM; 0.26% of 220,000 active; alpha-thrombin, Boc-VPR-AMC fluorogenic substrate cleavage;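 active = inhibition at or above 40%; inactive = inhibition below 40%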;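 note: 0% = enzyme with no compound and 100% = wells without enzyme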
#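 Material: human alpha-thrombin enzyme / Medium: pH 7.5 Tris (50 mM) with NaCl 150 mM, Tween 20 0.05% / Compound: single-point dosing at 5 µM, 0.2% DMSO / Incubation: enzyme reaction carried out at room temperature / Detection: AMC fluorescence, 355/460 nm / Read-out basis: percent inhibition scaled between no-compound controls and no-enzyme blanks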
# Wee1 degr inh – human Wee1 degradation inhibition, primary screen; 1.2% of 220,000 active; HeLa Luc-Wee1K328M stability, luciferase luminescence; 100% = proteasome inhibitor MG132 effect; P30291; reporter increase, % at 5 µM;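 active = activation above the mean of all tested compounds plus 3 SD, set per screening run, cut at about 8.8% in these data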;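 note: cells exposed to compound for 20 h before luminescence read; 0% = DMSO alone and 100% = MG132 at 30 µM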
# KLK5 inh – blocks human kallikrein 5 protease activity | recombinant hK5, fluorogenic AMC substrate cleavage | inhibition, % at 5 µM | 0.59% of 210,000 active;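 active = inhibition of 40% or more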;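 note: 0% = enzyme controls without compound and 100% = no-enzyme blanks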
# p97 ATPase inh – human p97 ATPase inhibition; inhibition, % at 8 µM; P55072; recombinant p97 ATPase, Kinase-Glo ATP luminescence, 3 h; 0.42% of 220,000 active; in the data active = inhibition above about 15%;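 note: 0% = DMSO vehicle and 100% = wells lacking enzyme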
# FXIa inh – factor XIa (human) inhibition | 0.14% of 220,000 active | purified FXIa, Boc-Glu-Ala-Arg-AMC fluorogenic substrate | P03951 | inhibition, % at 5 µM;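 active = inhibition of at least 40%; inactive = inhibition below 40%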;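 note: fluorescence of freed AMC excited at 355 nm; 0% = enzyme without compound and 100% = no enzyme blank; many of its hits are not listed in these tables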
# PERK inhibitor – inhibitors of human PERK kinase | AID 1416 | 0.17% of 220,000 active | inhibition, % at 5.6 µM | CHO PERK-DD fusion, SEAP luminescence translation reporter | Q9NZJ5;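 active = inhibition above the mean inhibition of all tested compounds plus 3 SD, set separately per screening campaign, cut at about 2.9% in these data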;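 note: PERK kinase domain activated by AP20187 dimerizer at 100 nM; 0% = DMSO with dimerizer and 100% = rapamycin at 8.4 µM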
# * marks the source's active call; other numbers are inactive results; i = inactive; / = no result given; & = joins results of further samples; [ ] = dose if it differs, or a comment.
Structure,KLK5 inh,Furin inh,Cl transport mod,PERK inhibitor,Wee1 degr inh,FXIa inh,Thrombin inh,FXIIa inh,p97 ATPase inh
O=[N+]([O-])/C(=C\Nc1ccccc1)S(=O)(=O)c1ccccc1,-14,-7[20 µM],-0.0002,1.2,3,-5,-2,4,0
CN(C(=O)Cc1noc2ccccc12)c1ccccc1,-6,-14,-0.97,-0.6,-3,9,2,14,2
COc1ccc2o/c(=N\O)c(C(=O)Nc3ccccc3OC)cc2c1,-1,-7[20 µM],0.3,1.2,-3,-2,-3,7,3
CCCc1cc(=S)n2c([nH]c3ccccc32)c1C#N,1,-11,-2.4,-1.5,0,-1,0,0,10
CCOC(=O)N1CCC(Nc2c(Nc3ccc(C)c(C)c3)c(=O)c2=O)CC1,0,-23,0.51,-0.9,-3,1,0,15,6
O=C(COC(=O)Cn1cnc2ccccc21)NCCc1ccc(Cl)cc1,-7,-9[20 µM],/,0.1,-2,-2,0,5,-5
Cc1ccc(N=Cc2ccc(O)cc2O)cc1F,4,-15[20 µM],-0.68,-0.5,-2,0,-1,-8,12
CCN(CC)CCCNC(=O)c1ccc(N2CCCCC2)c(NS(=O)(=O)c2ccc(C)cc2)c1,-4,-24,-0.05,-0.2,-2,3,0,6,2
CCN1/C(=C2\C(=O)N(C)C(=S)N2c2ccccc2)C=Cc2ccccc21,3,-21,-0.093,0.4,1,-1,-2,6,-9
CCOC(=O)c1c(NC(=O)CSc2nnc(-c3ccccc3)n2CC)sc(C(C)=O)c1C,2,-1,-1.7,-1.2,2,5,3,9,1

Structure,KLK5 inh,Furin inh,Cl transport mod,PERK inhibitor,Wee1 degr inh,FXIa inh,Thrombin inh,FXIIa inh,p97 ATPase inh
O=C1c2ccccc2C(=O)N1CCCCN(C(=O)c1cc2ccccc2oc1=O)c1ccc(F)cc1F,-9,-14,-1.7,-1.2,1,4,-2,16,-2
O=C(NC1CCCC1)C(c1ccccc1)N(C(=O)c1ccno1)c1ccccc1 (stereo not drawn),-13,-26[20 µM],-1.2,-0.3,1,8,1,16,3
COc1ccc(NC(=O)CC2SC(=N)N(c3ccccc3)C2=O)c(OC)c1 (stereo not drawn),-6,-20,-1.1,0.1,1,-11,-11,-1,2
O=C(c1cccc(C(=O)N2CCN(Cc3ccccc3)CC2)c1)N1CCN(Cc2ccccc2)CC1,-2,-15,-3.5,-1.3,0,-3,0,7,-6
COc1ccc(-c2nc(-c3ccncc3)no2)cc1OC,-1,-17,-1,0.2,-1,1,3,4,2
O=C(NC(=S)Nc1ccc(Oc2ccc(Cl)cc2)cc1)c1ccccc1,-14,-24,1.4,0.4,-1,-16,-4,-17,0
O=C(CCSc1nnc2scc(-c3ccccc3)n12)NCc1ccc2c(c1)OCO2,-13,-25[20 µM],/,0.5,-2,-2,-14,18,4
O=C(CCC(=O)Nc1ccc(F)cc1)N/N=C/c1c[nH]c2ccccc12,4,-22,-2.4,-0.1,4,1,-3,11,2
O=C1c2cccc3cccc(c23)C(=O)N1CCN1CCN(CC(O)COc2ccc3ccccc3c2)CC1 (stereo not drawn),-3,-8,-0.0061,-0.3,-1,1,-2,-4,-6
O=[N+]([O-])c1ccccc1S(=O)(=O)N1CCN(Cc2ccsc2)CC1,-5,-19,-0.035,-1.1,0,-5,-4,/,-3

Structure,KLK5 inh,Furin inh,Cl transport mod,PERK inhibitor,Wee1 degr inh,FXIa inh,Thrombin inh,FXIIa inh,p97 ATPase inh
Cc1ccc(SCC(=O)NN2C(=O)c3ccccc3C2=O)cc1,-36,-16,-0.57,-0.1,-2,-5,-1,4,1
CCc1cc2ccc(C)cc2nc1SCC(=O)Nc1cc(OC)c(OC)cc1C(=O)O,-9,-24,-1.7,0.0,2,2,-3,9,3
CCCCCCn1c(SCC(=O)c2ccccc2)nc2c1c(=O)[nH]c(=O)n2C,-3,-15,-0.44,0.4,0,5,-5,14,4
CCOc1ccccc1NC(=O)CCNC(=O)c1ccc(Cl)cc1,-2,-24,0.66,0.1,4,-4,10,0,-2
Cc1ccc(C(c2sc3nc(C)nn3c2O)N2CCN(C(=O)c3ccco3)CC2)cc1 (stereo not drawn),1,-5[20 µM],1.9,-0.9,3,10,0,19,-4
O=[N+]([O-])c1ccc(Cl)cc1N1CCCCC1,0,-8,-0.2,-0.4,2,-5,-5,5,-2
COc1ccc(CCN2C(=O)CC(NNC(=O)c3cccc(O)c3)C2=O)cc1 (stereo not drawn),-19,-21,0.41,-0.1,-1,1,-1,8,8
C/C(=N\NC(N)=O)c1ccc(Cl)cc1,8,1[20 µM],/,1.1,-1,0,2,4,-2
CCn1c(SCC(=O)Nc2ccccc2N2CCOCC2)nnc1-c1ccccc1,-3,-18[20 µM],0.79,-1.4,-3,-3,-4,8,-5
Cc1cnc(NC(=O)c2cc3c(s2)CCCC3)s1,-13,-5[20 µM],-0.27,-0.5,-2,-5,1,12,0

Structure,KLK5 inh,Furin inh,Cl transport mod,PERK inhibitor,Wee1 degr inh,FXIa inh,Thrombin inh,FXIIa inh,p97 ATPase inh
CC(C)c1nnc(NC(=O)CCC(=O)NC2CCCCC2)s1,-1,-14,0.15,1.1,2,-1,-5,4,4
Cc1csc(NC(=O)c2ccoc2C)n1,-4,-2[20 µM],/,0.6,3,1,-7,-4,0
CCOc1cc(/C=C2/C(=N)N3OC(C)=CC3=NC2=O)ccc1OC,2,-12,-0.12,0.5,-2,2,-4,12,2
CCN(CC)C(=O)CSc1nc2cc3c(cc2c(=O)n1CCCC(=O)NCCc1ccc(OC)c(OC)c1)OCO3,-5,0,0.21,0.0,-1,2,-6,12,-5
CCCCNC(=S)N/N=C/c1cc(C)ccc1C,-18,-20,4.3*,0.4,3,27,-5,22,5
CN1CCc2c(sc(/N=C/c3cc(Cl)ccc3O)c2C#N)C1,-2,-10,0.5,-0.2,5,-3,-10,0,5
Cc1nn(-c2ccccc2)c(Cl)c1/C=C1/C(=N)N2N=C(C(C)C)SC2=NC1=O,-12,-8,1.4,1.1,-3,2,-2,2,1
COCCN1C(=O)N(C)[C@@H](c2ccccc2)C(C(C)=O)=C1C,-1,-29,0.7,/,/,-2,-7,2,/
Cc1ccccc1-c1ccc(=O)n(CC(=O)Nc2ccc(C(=O)N3CCCC3)cc2)n1,-10,-20[20 µM],0.38,0.5,5,-5,-2,3,0
Cc1cccnc1NC(=O)NC(=O)c1ccc(C(C)(C)C)s1,-1,-8,-0.14,0.0,3,-2,-3,8,0

Structure,KLK5 inh,Furin inh,Cl transport mod,PERK inhibitor,Wee1 degr inh,FXIa inh,Thrombin inh,FXIIa inh,p97 ATPase inh
N#Cc1nc(-c2ccc(Cl)cc2)oc1NCC1CCCO1 (stereo not drawn),-6,-88,0.01,-0.1,11*,-8,-12,/,-4
C#CCNC(=O)/C=C/c1ccc(OC)cc1,-6,-14,-0.41,0.2,-1,4,0,9,1
COc1ccc2sc(N(CCCN(C)C)C(=O)c3nc4ccccc4s3)nc2c1,-8,-24,0.95,1.3,1,-4,3,8,3
COc1ccc(CN2C(=S)NC(C)(C)CC2(C)O)cc1 (stereo not drawn),-17,-15,0.5,0.5,-3,-2,-11,10,-1
CCc1ccc(NC(=O)c2ccccc2SC)cc1,-4,-9,-0.56,1.2,2,-8,-5,-2,1
CCSc1cc(N2CCCC2)nc(-c2ccc(F)cc2)n1,-8,-6[20 µM],/,1.0,-1,7,1,6,2
COC(=O)c1cc(-c2c(C)oc3cc(OC)ccc3c2=O)c(C)o1,-3,-26,-1.2,0.2,-1,0,-5,9,2
CCn1cc(C(=O)OCC(=O)N(C)Cc2ccccc2)c(=O)c2ccc(C)nc21,-1,-32,0.3,-0.2,2,-2,-4,/,-1
Nc1ccc(Cc2nc3cc4ccccc4cc3[nH]2)cc1,2,-12[20 µM],0.43,-0.6,7,0,1,11,1
Cc1ccc(CNC(=O)CCC2CCCN(C(=O)c3ccc4c(c3)OCO4)C2)o1 (stereo not drawn),/,-13,/,0.9,0,4,-2,11,-2

Structure,KLK5 inh,Furin inh,Cl transport mod,PERK inhibitor,Wee1 degr inh,FXIa inh,Thrombin inh,FXIIa inh,p97 ATPase inh
Clc1cc(Cl)cc(Nc2ncn[nH]2)c1,-34,0[20 µM],/,0.7,0,2,6,15,-3
COc1ccc(NCc2nnc(SCC(=O)NCc3ccco3)n2-c2ccccc2OC)cc1,-7,-15[20 µM],0.63,-1.4,0,3,-1,10,-4
COC(=O)c1nc2nc(C)cc(=O)n2[nH]1,-22,-21[20 µM],-0.099,-0.8,-2,-15,-24,-4,-1
Cc1ccc(-c2noc(CCC(=O)Nc3cc(C)ccn3)n2)cc1,15,-15[20 µM],-0.26,0.9,1,-4,-4,2,3
Nc1ccc[n+](Cc2ccccn2)c1,1,-30,/,0.2,-4,-2,-7,2,8
Cn1c(N2CCOCC2)nc2c1c(=O)n(Cc1ccc(Cl)c(Cl)c1)c(=O)n2C,-12,-21[20 µM],-0.075,-0.8,-2,-14,4,-4,-6
CSc1cc(-c2ccc(Cl)cc2)n(Cc2ccccc2)c(=O)c1C#N,4,-21[20 µM],/,0.3,-3,-19,-5,6,3
COc1ccc(C2C(C(=O)O)CCC(=O)N2c2ccc(C)cc2)cc1OC (stereo not drawn),0,-19,1.7,1.0,4,1,1,11,0
CC1CCCC(C)N1C(=O)Cn1cc(C#N)c2ccccc21 (stereo not drawn),-12,-16,-0.42,0.5,6,0,-10,10,-4
COc1ccc(Oc2nc(C(F)(F)F)nc3ccccc23)cc1,3,-15[20 µM],/,-0.1,-1,-1,-2,-4,-6

Structure,KLK5 inh,Furin inh,Cl transport mod,PERK inhibitor,Wee1 degr inh,FXIa inh,Thrombin inh,FXIIa inh,p97 ATPase inh
N#C/C(=C\c1c(N2CCC(C(N)=O)CC2)nc2ccccn2c1=O)S(=O)(=O)c1ccc(Cl)cc1,5,8,-0.75,0.2,0,7,11,17,-1
Cc1c(C(=O)NCc2cccnc2)sc2nc(-c3ccc(F)cc3)cn12,-5,-28,-1.2,0.1,-2,-2,-8,9,4
Cn1c(=O)c2[nH]c(CNc3ccc(C(=O)O)cc3)nc2n(C)c1=O,0,-23,-0.0088,2.0,3,9,-1,3,11
CN(C1=C(N2CCCCC2)C(=O)c2ccccc2C1=O)c1ccccc1,0,-25[20 µM],-0.51,-0.2,3,3,7,11,-2
Nc1ccc(/C=C/C(=O)c2cccs2)cc1,2,-12,-7.4*,0.4,7,0,0,11,0
O=C(CSc1cccc[n+]1[O-])Nc1ccc(N2CCOCC2)cc1,-3,-12,i,1.0,-1,-4,-6,6,-1
Cc1cccc(NC(=O)CS(=O)(=O)c2c[nH]c3ccccc23)c1C,0,-17,-0.24,-0.2,-2,-9,-6,0,-7
CCN(CC)CCNC(=O)C1c2cc(OC)c(OC)cc2C(=O)N(C)C1c1cccs1 (stereo not drawn),-4,-24,2.1,1.1,-2,1,-10,9,1
COc1ccc(NC(=O)Nc2ncn(Cc3cccc(C(F)(F)F)c3)n2)cc1OC,-8,29*[20 µM],0.3,0.2,0,-2,-2,19,2
COc1ccc(C(=O)C[n+]2cc(-c3ccc(OC)cc3)n3c2CCCC3)cc1,-2,-14&-30,0.17&0.68,-0.2&0.8,-1&0,0,-1,4,3&6

Structure,KLK5 inh,Furin inh,Cl transport mod,PERK inhibitor,Wee1 degr inh,FXIa inh,Thrombin inh,FXIIa inh,p97 ATPase inh
CC1(C)CC(CC(=O)O)(c2ccc(F)cc2)CCO1 (stereo not drawn),-19,-29,0.65,1.7,-1,4,-6,6,5
CC1CCC(NC(=S)NCCN(C)C)CC1 (stereo not drawn),-14,-21,1.2,0.4,0,-5,-1,-2,1
O=C1c2ccccc2NC(c2c(Cl)cccc2Cl)N1Cc1ccccc1 (stereo not drawn),6,-11[20 µM],0.24,-0.5,-2,-1,6,16,0
O=C(CCN1C(=O)c2ccccc2C1=O)CN1CCOCC1,/,-28,1.2,1.6,3,1,-1,11,3

# Bioassay records deposited in PubChem BioAssay by several laboratories.
